MCL1 BIM primary – disrupts human MCL1 binding to BIM-BH3 peptide | actives 0.68% (n = 320,000) | Q07820 | inhibition, % at 10.9 µM | GST-MCL1 / FITC-Bim-BH3 fluorescence polarization;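 active = inhibition above the mean inhibition of all tested compounds plus 3 SD, set per campaign, cut at about 40% in these data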;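 also: 0% = DMSO wells and 100% = unlabeled Bim-BH3 peptide control; higher means more loss of mP so more displacement of Bim peptide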
Target sequence (Q07820 whole entry, looked up): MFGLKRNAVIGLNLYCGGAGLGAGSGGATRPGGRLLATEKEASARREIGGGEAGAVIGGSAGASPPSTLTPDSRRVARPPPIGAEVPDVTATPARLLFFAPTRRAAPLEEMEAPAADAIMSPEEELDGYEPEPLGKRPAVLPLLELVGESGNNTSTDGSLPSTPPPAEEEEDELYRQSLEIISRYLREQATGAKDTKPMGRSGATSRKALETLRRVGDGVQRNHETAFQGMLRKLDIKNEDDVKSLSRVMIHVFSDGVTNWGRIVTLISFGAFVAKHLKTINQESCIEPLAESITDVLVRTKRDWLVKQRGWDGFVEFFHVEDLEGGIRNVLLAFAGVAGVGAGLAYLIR
GLD-1 RNA inh – GLD-1-TGE RNA interaction inhibition (C. elegans). actives 0.44% (n = 320,000). purified GLD-1 + fluorescein TGE RNA, fluorescence polarization. inhibition, % at 5.96 µM. Q17339;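 active = percent inhibition above a per-plate cutoff, the plate mean of test compounds plus 3 SD, cut at about 30% in these data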;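 also: 0% = DMSO wells with GLD-1 and probe and 100% = wells lacking GLD-1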
MEX-5 binding – C. elegans MEX-5 TCR-2 RNA binding activity | MEX-5/FITC-TCR2 RNA binding, fluorescence polarization; active compounds read low | activity score (negative = inhibition of binding), % at 10 µM | actives 0.38% (n = 300,000) | AID 1832;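 active = inhibition past about -25% in most replicates, and total fluorescence under double the plate's negative control median, limit read from the data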;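 also: 0% = DMSO and -100% = 5 µM competing unlabeled TCR2 RNA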
Target sequence (Q9XUB2 whole entry, looked up): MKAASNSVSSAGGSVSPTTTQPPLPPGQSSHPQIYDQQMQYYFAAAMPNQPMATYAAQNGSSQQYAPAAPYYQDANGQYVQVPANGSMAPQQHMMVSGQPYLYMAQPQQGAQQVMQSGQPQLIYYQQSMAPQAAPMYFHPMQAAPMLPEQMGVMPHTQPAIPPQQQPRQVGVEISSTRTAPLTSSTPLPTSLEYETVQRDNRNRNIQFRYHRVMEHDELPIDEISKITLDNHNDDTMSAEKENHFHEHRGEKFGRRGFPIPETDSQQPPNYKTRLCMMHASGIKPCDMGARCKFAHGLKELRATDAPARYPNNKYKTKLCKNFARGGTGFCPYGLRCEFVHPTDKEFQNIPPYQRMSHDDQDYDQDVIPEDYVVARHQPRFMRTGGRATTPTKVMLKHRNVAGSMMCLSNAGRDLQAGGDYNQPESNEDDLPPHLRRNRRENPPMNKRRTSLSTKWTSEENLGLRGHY
Yeast superoxide – caloric restriction mimetics inhibiting age-related superoxide in yeast | S. cerevisiae aged cells, superoxide DHE fluorescence; active compounds read low | superoxide response (% of plate mean), % at 10 µM | actives 0.18% (n = 330,000) | AID 2690;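 active = superoxide response under a set limit, about three screen SD below normal, cut at about 65% in these data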;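 also: yeast aged for seven days with compound at 30 °C before DHE staining; 100% = average MFI of all compound-treated wells on the plate with controls excluded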
EBNA-1 inhibitor – blocks EBNA-1 binding to DNA. EBNA-1 DNA binding, fluorescence polarization. inhibition, % at 14.8 µM. actives 0.34% (n = 300,000); in the data active = inhibition above about 28%
Fam108B counter – Fam108B inhibition, counter-screen for RBBP9 inhibitors. inhibition, % at 9.51 µM. recombinant Fam108B, FP-Rh probe fluorescence polarization. actives 0.33% (n = 300,000);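 active = inhibition above the screen mean inhibition plus 3 SD, computed separately per campaign, cut at about 18% in these data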;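 also: inhibitors lower polarization as less probe binds the enzyme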
Efflux pump mplx – inhibitors of Candida antifungal efflux pumps expressed in yeast | S. cerevisiae Candida pump triplex, Nile Red efflux | inhibition, % at 10 µM | actives 0.44% (n = 330,000);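 active = plate passing quality check with inhibition over a set limit, or well fluorescence over plate mean plus 4 SD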;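 also: Nile Red retained in pooled yeast measured as flow cytometry median fluorescence; 0% = buffer negative control and 100% = Enniatin B positive control; higher means more Nile Red kept so more efflux inhibition; some compounds called inactive have numbers as strong as hits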
BCLXL inh – inhibitors of human Bcl-xL. actives 0.7% (n = 320,000). GST-Bcl-xL / FITC-Bim BH3 peptide fluorescence polarization. Q07817. inhibition, % at 10.9 µM;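 active = inhibition above the mean of all tested compounds plus 3 SD, cutoff set per campaign, cut at about 30% in these data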;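 also: 0% = DMSO wells and 100% = unlabeled Bim-BH3 peptide competitor; inhibitors lower millipolarization by displacing the labeled peptide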
ZTA DNA inh – counter-screen for EBNA-1 inhibitors: inhibitors of Epstein-Barr virus ZTA; ZTA-DNA binding, fluorescence polarization; inhibition, % at 11 µM; actives 0.15% (n = 320,000); AID 2234; in the data active = inhibition above about 33%
Active calls of the source: *; nt = not tested or not shown.

1	Cc1ccc(-c2cnn(-c3cccc(C(F)(F)F)c3)c2N)cc1
2	Cn1cccc1C(NC(=O)c1ccccc1)C(Cl)(Cl)Cl (stereo not given)
3	COc1ccc(/C=N/NC(=O)c2cccc(NC(=O)c3ccc(F)cc3)c2)c(C(=O)O)c1OC
4	Cc1ccc(CNC(=O)c2ccc(N3CCC4(CC3)CC(c3cccc(Br)c3)=NO4)c(NC(=O)c3ccco3)c2)cc1
5	CCOc1ccc(N(CC(=O)NCc2cccc(OC)c2)S(=O)(=O)c2c(C)noc2C)cc1
6	O=C(COc1ccc(S(=O)(=O)N2CCCC2)cc1)N1CCN(c2ccccc2F)CC1
7	COc1ccc(CN2C(=O)c3cccnc3C2O)cc1 (stereo not given)
8	CCCN(CCC)CCNC(=O)C1c2ccccc2C(=O)N(CCOC)C1c1ccc(F)cc1 (stereo not given)
9	COc1ccc(OCC(O)Cn2c(=N)n(CCN3CCOCC3)c3ccccc32)cc1 (stereo not given)
10	COc1ccc(NC(=O)CCNS(=O)(=O)c2cccc3nonc23)cc1
Assay by compound,1,2,3,4,5,6,7,8,9,10
MCL1 BIM primary,4,-1,6,-3,-2,1,2,-1,7,10
GLD-1 RNA inh,3,-1,-6,6,1,-1,9,7,5,9
MEX-5 binding,-1.1,-1.1,0.2,5.0,0.1,1.3,3.0,1.6,0.5,-1.2
Yeast superoxide,100,94,103,104,101,101,136,101,113,92
EBNA-1 inhibitor,2,-10,-11,20,14,1,-8,-9,3,2
Fam108B counter,2,-1,-15,-16,0,-2,1,7,3,3
Efflux pump mplx,-0.2,0.0,-0.1,0.2,-0.1,0.1,0.1,-0.1,-0.1,-0.1
BCLXL inh,1,-1,2,1,6,5,-3,7,-1,2
ZTA DNA inh,0,-12,10,12,6,15,-3,-3,-11,12

Entries of single compounds, looked up by structure. Order of screens: MCL1 BIM primary, GLD-1 RNA inh, MEX-5 binding, Yeast superoxide, EBNA-1 inhibitor, Fam108B counter, Efflux pump mplx, BCLXL inh, ZTA DNA inh
Record of COc1ccc(NC(=O)CCNS(=O)(=O)c2cccc3nonc23)cc1 : 10, 9, -1.2, 92, 2, 3, -0.1, 2, 12
Record of CCOc1ccc(N(CC(=O)NCc2cccc(OC)c2)S(=O)(=O)c2c(C)noc2C)cc1 : -2, 1, 0.1, 101, 14, 0, -0.1, 6, 6
Record of COc1ccc(/C=N/NC(=O)c2cccc(NC(=O)c3ccc(F)cc3)c2)c(C(=O)O)c1OC : 6, -6, 0.2, 103, -11, -15, -0.1, 2, 10
Record of Cc1ccc(-c2cnn(-c3cccc(C(F)(F)F)c3)c2N)cc1 : 4, 3, -1.1, 100, 2, 2, -0.2, 1, 0
Record of COc1ccc(OCC(O)Cn2c(=N)n(CCN3CCOCC3)c3ccccc32)cc1 (stereo not given) : 7, 5, 0.5, 113, 3, 3, -0.1, -1, -11

New compounds follow
11	COC(=O)c1sccc1NC(=O)C1C2C=CC(O2)C1C(=O)O (stereo not given)
12	CC1CCC2(CC1)NC(=O)N(CC(=O)NCc1ccc(F)cc1)C2=O (stereo not given)
13	C#CCNc1nc(C)nc2c1nnn2Cc1ccccc1F
14	CSc1nc2ccccc2n1Cc1c(Cl)cccc1Cl
15	CCOc1ccc2[nH]cc(S(=O)(=O)c3ccc(Cl)cc3)c(=O)c2c1
16	COc1ccc(CN(C)C(=O)c2[nH]c(C)c(C(C)=O)c2C)c(OC)c1OC
17	Cc1ccc(C)c(CSc2nnc(C)c(=O)[nH]2)c1
18	CCCC(NC(=O)CCc1c(C)c2cc3c(-c4ccccc4)coc3cc2oc1=O)C(=O)O (stereo not given)
19	CC(C)NC(=O)C1CCN(C(=O)C(C(=O)c2ccccc2)n2cc(Cl)ccc2=O)CC1 (stereo not given)
20	CS(=O)(=O)N1CCN=C1SCc1ccc(F)cc1
Assay by compound,11,12,13,14,15,16,17,18,19,20
MCL1 BIM primary,5,-2,-1,-15,-4,8,2,5,9,-11
GLD-1 RNA inh,5,-7,-1,-3,7,6,9,0,1,-6
MEX-5 binding,1.4,nt,-3.0,-1.7,-0.8,-1.9,-2.3,3.2,-0.4,-0.8
Yeast superoxide,96,66,103,107,105,102,86,96,94,92
EBNA-1 inhibitor,11,nt,-15,6,6,9,-3,3,-6,8
Fam108B counter,0,nt,-2,-1,0,-3,-2,7,3,0
Efflux pump mplx,-0.2,0.1,0.1,0.1,-0.1,0.0,-0.2,0.1,-0.1,-0.4
BCLXL inh,-2,1,-2,-3,-2,5,-3,11,7,-3
ZTA DNA inh,6,1,-6,3,22,16,-16,9,11,10

21	Cc1cccc(C(=O)O/N=C(\N)CS(=O)(=O)c2ccccc2)c1
22	CN1CCN(C(=O)C2CCC(CNS(=O)(=O)c3cccc4cccnc34)CC2)CC1 (stereo not given)
23	Cc1c(NC(=O)CSC(=S)N2CCCC2)c(=O)n(-c2ccccc2)n1C
24	CCOC(=O)c1sc(NC(=O)CN(CC)CC)c(C(=O)OCC)c1C
25	Cc1cc(C)n(CCNS(=O)(=O)c2ccc(C)c(C)c2)n1
26	Cc1ccc(S(=O)(=O)/C(C#N)=C/c2c(N3CCN(C)CC3)nc3ccccn3c2=O)cc1
27	O/N=C1/CCCCc2sccc21
28	CC1CCCCN1C(=O)c1cc2c(=O)n3ccccc3nc2s1 (stereo not given)
29	CCCN(CCC)S(=O)(=O)c1ccc(Cl)c([N+](=O)[O-])c1
30	O=C(N/N=C/c1sc(=O)[nH]c1-[n+]1ccccc1)c1ccccc1[O-]
Assay by compound,21,22,23,24,25,26,27,28,29,30
MCL1 BIM primary,-3,-3,-4,1,4,14,5,-1,0,55*
GLD-1 RNA inh,5,2,-1,1,7,8,0,5,7,28
MEX-5 binding,-1.2,0.7,0.0,-3.2,-1.4,-0.5,-1.3,2.7,1.2,-23
Yeast superoxide,122,89,99,117,108,93,114,106,99,99
EBNA-1 inhibitor,1,2,-6,-7,3,-3,10,2,-10,-8
Fam108B counter,-4,-4,-4,0,0,4,2,2,4,-1
Efflux pump mplx,0.0,0.1,0.1,0.2,0.1,0.0,0.0,-0.1,0.3,0.0
BCLXL inh,7,0,-1,1,8,7,2,5,2,44*
ZTA DNA inh,-13,-2,18,2,0,-15,-19,-6,5,12

31	C/C(=N\NC(=O)c1ccc(O)cc1)c1cccc(NC(=O)c2ccc(Cl)cc2)c1
32	CCOc1ccc(Nc2nc(Cc3nnc(SCC(=O)N(CC)CC)n3C)cs2)cc1
33	COc1ccc(-n2nnc3c(SCC(=O)NCc4ccco4)ncnc32)cc1
34	Cc1nc2ccccc2c(=O)n1CC(=O)N1CCOCC1
35	O=C(NCCN1CCN(Cc2ccccc2Cl)CC1)Nc1ccccc1
36	CCOC(=O)C1=NN(C(C)=O)C2C(=O)N(CC)C(=O)C12 (stereo not given)
37	Cc1ccc(C(=O)NN=C2CCCCCC2)s1
38	COc1ccc(N2CCN(c3nc(NCCO)nc(N4CCOCC4)n3)CC2)cc1
39	COc1cc(OC)cc(C(=O)NCC(=O)OCC(=O)c2ccc3c(c2)-c2ccccc2C3)c1
40	CCOc1ccc(N(CC(=O)NCC2CCCO2)S(=O)(=O)c2ccc(OC)c(OC)c2)cc1 (stereo not given)
Assay by compound,31,32,33,34,35,36,37,38,39,40
MCL1 BIM primary,4,-1,-1,-7,13,-2,11,1,-28,-2
GLD-1 RNA inh,9,-2,6,3,11,1,10,1,-8,6
MEX-5 binding,0.0,1.5,-0.1,2.0,1.9,2.2,1.3,-3.0,1.9,-1.1
Yeast superoxide,83,94,102,88,100,104,87,103,99,98
EBNA-1 inhibitor,-8,1,2,-3,3,4,14,-8,-2,-1
Fam108B counter,-2,1,1,-1,-3,-3,-2,-4,-25,2
Efflux pump mplx,0.0,0.2,-0.1,0.1,0.3,0.0,0.2,0.0,0.4,0.2
BCLXL inh,2,6,4,-3,5,3,3,4,-17,2
ZTA DNA inh,8,-7,-7,8,8,-15,6,-13,6,0

41	O=C(CCl)N(c1ccc(Cl)cc1)c1c[nH]c2ccccc12
42	Cc1ccc(C)c(S(=O)(=O)Nc2ccc(S(=O)(=O)Nc3ncccn3)cc2)c1
43	FC(F)(F)c1cnc(Sc2nnc(-c3cccs3)n2CC2CCCO2)c(Cl)c1 (stereo not given)
44	Cn1cc(Cl)c(-c2n[nH]c(=S)n2-c2ccc(F)cc2)n1
45	C=CCc1cc(/C=N\NC(=O)CSc2nnc(CCCc3ccc(OC)c(C)c3)o2)cc(OC)c1O
46	Cc1cc(Nc2ccccc2)n(-c2ccc(Br)cc2)n1
47	Cc1ccc(C)c(OCC(=O)N2CCN(c3ncccn3)CC2)c1
48	Cc1ccc(C(C(=O)NCCc2ccccc2)N(C(=O)c2csnn2)C2CC2)o1 (stereo not given)
49	COc1cccc(NC(=S)N2CCCC2c2ccc(OC)c(OC)c2)c1 (stereo not given)
50	Clc1ccc(-c2cn(-c3ccc(Cl)cc3)c3[n+]2CCCCC3)cc1
51	CCOc1ccc(S(=O)(=O)N2CCCC(C(=O)NCc3ccncc3)C2)cc1C (stereo not given)
52	O=C(COc1ccc(-c2ccccc2)cc1)NNC(=O)Nc1ccc(F)cc1F
Assay by compound,41,42,43,44,45,46,47,48,49,50,51,52
MCL1 BIM primary,1,-1,6,-4,-19,-5,-3,10,1,-1,5,-2
GLD-1 RNA inh,0,-5,-3,1,18,-5,-1,4,0,-1,12,4
MEX-5 binding,1.6,nt,-0.2,0.7,-0.3,-3.8,nt,-2.1,1.3,0.1,-0.1,1.6
Yeast superoxide,93,95,106,89,98,108,96,100,100,99,105,98
EBNA-1 inhibitor,-10,nt,-1,4,0,4,nt,-4,8,3,-15,2
Fam108B counter,-1,nt,-1,-2,8,0,nt,-5,-2,1,-1,-12
Efflux pump mplx,0.1,0.1,0.5,-0.1,0.1,-0.1,0.1,-0.1,-0.1,0.0,0.1,3.0*
BCLXL inh,-1,0,2,-4,-12,-6,5,3,-2,-2,4,1
ZTA DNA inh,9,3,3,-11,7,8,4,-11,-2,1,-17,6

Compound activity from PubChem BioAssay.
